FLuc inh counter: Photinus pyralis luciferase inhibition counter-screen; inhibition, % at 10 µM; ATPLite firefly luciferase biochemical luminescence, 10 min; 200,000 compounds, 1.5% hits; P08659; AID 1006;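 active means inhibition above about 50% when tested at 10 µM, limit read from the data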
Target sequence (P08659 whole entry, looked up): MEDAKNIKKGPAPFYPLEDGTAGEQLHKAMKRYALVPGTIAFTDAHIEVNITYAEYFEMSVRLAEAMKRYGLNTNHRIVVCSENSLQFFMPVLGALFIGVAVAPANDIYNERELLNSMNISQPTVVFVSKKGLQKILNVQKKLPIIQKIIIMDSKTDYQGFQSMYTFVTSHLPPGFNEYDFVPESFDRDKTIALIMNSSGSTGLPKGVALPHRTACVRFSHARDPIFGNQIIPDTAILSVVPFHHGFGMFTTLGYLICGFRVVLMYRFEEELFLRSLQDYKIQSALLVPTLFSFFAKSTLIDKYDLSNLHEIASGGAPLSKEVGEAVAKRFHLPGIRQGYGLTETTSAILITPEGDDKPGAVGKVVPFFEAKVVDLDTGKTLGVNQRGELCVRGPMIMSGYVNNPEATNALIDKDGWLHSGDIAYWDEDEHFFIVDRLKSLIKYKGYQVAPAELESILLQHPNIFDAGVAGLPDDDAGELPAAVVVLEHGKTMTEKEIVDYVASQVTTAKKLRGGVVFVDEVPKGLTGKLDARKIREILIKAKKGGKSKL
TNAP inh no acc: blocks human TNAP activity with no phosphate acceptor present. purified TNAP, CDP-star luminescence, 30 min. inhibition, % at 20 µM. 200,000 compounds, 0.26% hits;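 active means tissue-nonspecific alkaline phosphatase inhibition above about 50% at 20 µM in the single-dose screen, limit read from the data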;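 further: 0% = DMSO negative control and 100% = EDTA positive control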
bIAP activator: increases bovine intestinal alkaline phosphatase activity; purified bovine IAP, CDP-star luminescence, 30 min; active compounds read high; fold of DMSO-control signal, blank-subtracted; activation factor at 20 µM; 200,000 compounds, 0.17% hits; AID 1016;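 active means activation factor of 2 or more at 20 µM, a signal rise over negative controls twice the positive control's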
TNAP act hi DEA: TNAP (human) activation, high acceptor | purified TNAP, CDP-star luminescence, 1 M DEA, 30 min; active compounds read high; 0 = EDTA background, 1 = DMSO-only activity | activation factor at 20 µM | 200,000 tested, under 10 active | P05186;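 active means activation factor at least 2 at 20 µM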
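Dosing: 20 µM single point. System: human TNAP. Amount: TNAP 1/800 final. Incubation: 30 min, room temperature. Read-out: TNAP activation factor scaled between EDTA and DMSO control wells. Signal: luminescence from CDP-star hydrolysis. Medium: 1 M DEA, pH 9.8, Mg2+, Zn2+. Control set: EDTA negative control, DMSO positive control.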
PMI activator: increases human mannose-6-phosphate isomerase activity | 190,000 compounds, 0.005% hits | P34949 | activation factor at 20 µM | purified human PMI, coupled resazurin fluorescence, 20 min; active compounds read high; 1 = vehicle control, 0 substrate-free wells;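 active means activation factor of 2 or more at 20 µM, relative to plate controls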
TNAP inh hiacc: inhibitors of human TNAP at high phosphate acceptor concentration. purified TNAP, CDP-star luminescence, 1 M DEA. 200,000 compounds, 0.03% hits. AID 1135. inhibition, % at 20 µM;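 active means over 50% inhibition of tissue-nonspecific alkaline phosphatase at 20 µM in the single-dose screen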;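 further: plate controls were DMSO wells for no effect and EDTA-quenched wells as full inhibition for full effect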
FLuc act counter: firefly luciferase counter-screen for stimulation assays | ATPlite luciferase biochemical, luminescence, 10 min; 0 = ATP-free wells, 1 = DMSO control | 200,000 tested, under 10 active | activation factor at 10 µM;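 active means luciferase activation factor, scaled between plate controls, of at least 2 with compound at 10 µM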
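System: Luciferase/luciferin detection reagent, cell-free biochemical luciferase assay | Medium: PBS buffer for ATP | Dosing: Test compounds dosed from 2 mM stocks in 100% DMSO | Timing: 10 min at ambient temperature | Signal: Luminescence measurement of luciferase light output | Evaluation: Luciferase activation, seen as luminescence increase over controls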
PMI act hi M6P: PMI (human) activation, high substrate | P34949 | coupled PMI enzyme assay, resazurin fluorescence, 20 min; active compounds read high; 1 = untreated enzyme, 0 = substrate-free blank | activation factor at 20 µM | 190,000 compounds, 0.34% hits | AID 1216;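 active means activation factor of 2 or more at 20 µM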
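Material: human phosphomannose isomerase with PGI, G6PDH, diaphorase coupling enzymes; amount: PMI at 15 ng/mL final; also added: Mannose-6-phosphate 1.0 mM (near-saturating) plus 0.22 mM NADP+; incubation: enzyme reaction with compound 20 min at room temperature; signal: resorufin fluorescence (Ex 544/Em 590 nm) from resazurin via diaphorase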
NF-kB neuron act: NF-kB expression increase, human neuronal cells. 190,000 compounds, 1.6% hits. AID 1239. fold change at 12.5 µM. NF-kB reporter expression; active compounds read high; in the data active means fold change above about 3.3
APP 5'UTR act: activates APP 5'UTR luciferase reporter | AID 1276 | activation, % at 2 µM | 190,000 compounds, 1% hits | SH-SY5Y APP 5'UTR luciferase reporter, luminescence; zero percent = DMSO vehicle wells;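 active means activation above a set limit, based on mean plus 3 SD of controls, cut at about 140% in these data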; further: values of inactives mirror those of a sister screen read the other way
Starred values were filed as active, the others as inactive; · = no result given. The order is random; overall some 3.6% were active at least once.

Structure	FLuc inh counter	TNAP inh no acc	bIAP activator	TNAP act hi DEA	PMI activator	TNAP inh hiacc	FLuc act counter	PMI act hi M6P	NF-kB neuron act	APP 5'UTR act
COc1cc(OC)c(NC2c3ccccc3C(=O)N2c2cc(C)ccn2)cc1Cl (stereo not drawn)	-5	-6	0.9	1	0.8	-5	1	0.7	1.1	23
O=C(O)CSc1c2c(nc3cc(C(=O)N4CCCC4)ccc13)CCCC2	-4	-12	1	1	1.1	-4	1	1	0.91	13
CC(C)(C)OC(=O)N[C@@H](Cc1ccccc1)c1nnc(SCC(=O)O)o1	-4	-3	1	1	1.1	-3	1	1	1	5
CCn1c(SCC(=O)Nc2cc(C)on2)nnc1-c1cccnc1	-3	-3	1	1.1	1.1	-5	1	1.1	1.2	-1
O=C(Nc1ccccc1)c1ccccc1NC(=O)C1CCCCC1	-2	-2	0.9	1	0.9	3	1	0.9	0.98	9
Cc1ccccc1SCC(=O)Nc1ccc(N2CCOCC2)cc1	1	-14	0.9	1	1	-3	1	0.8	1.2	-4
CCCn1nnnc1-c1cc(Cl)cc(Cl)c1	-11	-11	1	1	1	-3	1.1	1.1	1.5	15
O=C1CC(N(Cc2ccc3c(c2)OCO3)C(=O)Nc2ccc(F)cc2)C(=O)N1c1ccccc1 (stereo not drawn)	0	-3	0.9	1	0.9	0	1	1	0.95	5
Cn1cc(C(=O)Nc2ccc3c(c2)CCC3)cn1	14	-11	1	1	1	-4	0.9	1	0.99	42
COc1ccc(-c2nn(-c3ccccc3)cc2CNC(=O)c2cccc([N+](=O)[O-])c2)cc1	4	-8	0.9	1	0.8	4	1	0.8	0.76	-2
CCOc1ccc2nc(SCC(=O)NCc3ccco3)sc2c1	2	-9	0.9	1.1	1	-7	1	0.9	1.1	-4
COC(=O)C(NC(C)=O)(Nc1sc2c(c1C(N)=O)CCCC2)C(F)(F)F (stereo not drawn)	-4	-5	1	1	0.9	-1	1	1	1.1	-1
CC(=O)Nc1ccc(S(=O)(=O)N2CCN(CCC#N)CC2)cc1	-10	2	1	1	0.9	-4	1.1	1	1.2	-24
Cc1ccc(-c2nnn(CC(=O)N(Cc3ccco3)C(C(=O)NC(C)(C)C)c3ccncc3)n2)o1 (stereo not drawn)	-1	-4	1.3	1	0.9	-1	1	0.9	0.86	-7
Cc1nnc(SC(C)C(=O)Nc2ncc(Cl)cc2Cl)n1Cc1ccccc1 (stereo not drawn)	3	-6	0.9	1	1.1	4	1	1.2	1.2	1
O=C(CCCn1c(=O)[nH]c2cc(Cl)ccc2c1=O)NCCCN1CCCC1=O	-4	-5	1	1.1	1	-8	1	1	1.1	9
Cc1nc2ccccc2n1CC(=O)OCC(=O)NCc1ccccc1	-5	-13	1	1	1	-3	1	1	1.1	12
O=C(N/N=C/c1cccc(O)c1)c1ccc(COc2ccccc2Br)cc1	-2	-7	1.2	1.1	0.9	-8	1	0.9	1	7
Cc1ccc(S(=O)(=O)N(C)C)cc1-n1c(SCC(=O)Nc2ccc(F)cc2Cl)nc2ccccc2c1=O	-5	-16	0.9	1.1	0.9	-6	1	1	0.42	-11
Cc1nnc2sc(SCc3ccc(Br)cc3)nn2c1=O	-4	-11	1	1	1	-2	1	0.9	1	-12
Cc1cc2c(cc1C)[n+](C)cn2CC(O)COCc1ccccc1 (stereo not drawn)	-3	-3	0.7	1	0.7	-3	1	0.8	0.86	4
O=C(N/N=C/C=C/c1cccc([N+](=O)[O-])c1)C(O)c1ccccc1 (stereo not drawn)	-7	-17	1.2	1.1	1	-5	1.1	1	1.7	5
CCN1CCc2c(C#N)c(N3CCOCC3)nc(NCCO)c2C1	-7	-12	1	1.1	0.7	-9	1.1	0.4	1.2	18
CCCc1[nH]nc2c1C(/C(C)=C/c1ccccc1)C(C#N)=C(N)O2 (stereo not drawn)	-5	-7	1	1	0.8	-4	1	0.9	0.83	-7
COC(=O)CSc1nc(NC(C)C)nc(N(C)C)n1	0	-11	1	1	1.1	-5	1	1.1	1.3	27
O=C(/C=C/c1ccccc1)Nc1ccc2c(c1)OCCO2	94*	-9	0.9	1	·	-4	0.1	·	3.5*	152*
CCn1cc(C(=O)Nc2ccc(C(=O)N3CCCC3)cc2)c(=O)c2ccc(C)nc21	-4	-6	1	1	1	-2	1	0.9	·	·
CCn1c(-c2cc(-c3ccccc3OC)nc3ccccc23)n[nH]c1=S	-9	8	1	1	1.1	1	1.1	1.2	0.54	17
CCC(C)NC(=O)C1CCN(S(=O)(=O)CC)CC1 (stereo not drawn)	-3	-6	0.9	1	0.9	3	1	0.9	0.99	-5
Cn1c(SCC(=O)NC2CCCCC2)nnc1-c1ccc(N)cc1	-5	-6	1	1.1	0.8	-6	1	0.9	1.3	24
CC(C)C(=O)Nc1ccc(C(=O)c2ccccc2)cc1	-7	-3	1.1	1	1.2	5	1.1	1.2	1.9	23
CCOC(=O)C(C)Sc1nc2ccccc2c(=O)n1CC1CCCCC1 (stereo not drawn)	1	-4	1	1	0.9	5	1	1	1.1	·
O=C(Cc1ccccc1)Nc1cccc(N2C(=O)C=CC2=O)c1	9	-16	1	1	1.5	-3	0.9	2.1*	1.3	-67
Cc1cc(-c2cccs2)c2c(n1)sc1c(=O)[nH]c(=O)[nH]c12	-8	-11	0.9	1.1	0.9	-7	1.1	1.1	1.3	-1
CC(C)c1ccc(-c2nc(N3CCCCC3)[nH]c(=O)c2C#N)cc1	-5	-5	0.9	1	1	0	1.1	0.8	1.1	8
O=c1c2c(nc3nc(NCc4ccc(Cl)cc4)[nH]n13)CCC2	-4	-9	1	1	1.1	-4	1	1	1.5	-8
O=C(CCc1ccccc1)N1CCN(c2ccc(Cl)cc2)CC1	-6	-10	1	1.1	0.8	-5	1.1	0.9	0.98	3
CC1CCCCC1NC(=S)NC(=O)c1ccccc1Br (stereo not drawn)	-10	12	0.8	1	0.9	-2	1.1	1	1.1	-8
COc1ccccc1CCC(=O)Nc1ccc(C)cc1Cl	6	-11	0.9	1	1	-1	0.9	0.9	1.6	15
COc1ccc2ccccc2c1/C=N/O	1	-8	0.9	1	1.1	-1	1	1.1	1.1	-5

Copied from the list:
In PMI act hi M6P, `CC(C)c1ccc(-c2nc(N3CCCCC3)[nH]c(=O)c2C#N)cc1` has the entry 0.8
In NF-kB neuron act, `CCOC(=O)C(C)Sc1nc2ccccc2c(=O)n1CC1CCCCC1` (stereo not drawn) has the entry 1.1

Sorted by length of the SMILES (rising): ten of the compounds above
Structure	FLuc inh counter	TNAP inh no acc	bIAP activator	TNAP act hi DEA	PMI activator	TNAP inh hiacc	FLuc act counter	PMI act hi M6P	NF-kB neuron act	APP 5'UTR act
COc1ccc2ccccc2c1/C=N/O	1	-8	0.9	1	1.1	-1	1	1.1	1.1	-5
CC1CCCCC1NC(=S)NC(=O)c1ccccc1Br (stereo not drawn)	-10	12	0.8	1	0.9	-2	1.1	1	1.1	-8
CCC(C)NC(=O)C1CCN(S(=O)(=O)CC)CC1 (stereo not drawn)	-3	-6	0.9	1	0.9	3	1	0.9	0.99	-5
CC(C)C(=O)Nc1ccc(C(=O)c2ccccc2)cc1	-7	-3	1.1	1	1.2	5	1.1	1.2	1.9	23
O=C(CCc1ccccc1)N1CCN(c2ccc(Cl)cc2)CC1	-6	-10	1	1.1	0.8	-5	1.1	0.9	0.98	3
Cn1c(SCC(=O)NC2CCCCC2)nnc1-c1ccc(N)cc1	-5	-6	1	1.1	0.8	-6	1	0.9	1.3	24
O=C(Cc1ccccc1)Nc1cccc(N2C(=O)C=CC2=O)c1	9	-16	1	1	1.5	-3	0.9	2.1*	1.3	-67
O=c1c2c(nc3nc(NCc4ccc(Cl)cc4)[nH]n13)CCC2	-4	-9	1	1	1.1	-4	1	1	1.5	-8
CC(C)c1ccc(-c2nc(N3CCCCC3)[nH]c(=O)c2C#N)cc1	-5	-5	0.9	1	1	0	1.1	0.8	1.1	8
Cc1cc(-c2cccs2)c2c(n1)sc1c(=O)[nH]c(=O)[nH]c12	-8	-11	0.9	1.1	0.9	-7	1.1	1.1	1.3	-1

Bioassay records (PubChem)
